# Assay outcomes as filed in PubChem BioAssay.
# IDH1 mut inh: inhibitors of human IDH1 R132H | IDH1 R132H reductase, diaphorase/resazurin fluorescence, 60 min | inhibition, % at 10 µM | actives 0.18% (n = 70,000); in the data active = inhibition above about 34%;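 also: 0% = DMSO and 100% = no enzyme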
# Target sequence (O75874 whole entry R132H): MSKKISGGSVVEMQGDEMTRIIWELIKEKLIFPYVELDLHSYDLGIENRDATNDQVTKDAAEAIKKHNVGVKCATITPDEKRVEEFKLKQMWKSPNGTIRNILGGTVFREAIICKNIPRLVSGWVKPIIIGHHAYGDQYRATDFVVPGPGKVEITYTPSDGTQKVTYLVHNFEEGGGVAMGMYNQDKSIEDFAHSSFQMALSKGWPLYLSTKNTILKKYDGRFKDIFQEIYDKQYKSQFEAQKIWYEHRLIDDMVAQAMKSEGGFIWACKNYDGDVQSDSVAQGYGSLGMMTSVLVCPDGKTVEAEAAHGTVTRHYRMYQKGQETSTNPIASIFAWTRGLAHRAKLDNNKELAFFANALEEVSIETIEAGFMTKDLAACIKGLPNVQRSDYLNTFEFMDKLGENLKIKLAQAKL
# PRC2 inh: blocks human EZH2/PRC2 H3K27 methylation | Q15910 | DELFIA TRF, 1 h | inhibition, % at 12.5 µM | actives 0.35% (n = 57,000) | AID 651548;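 active = mean inhibition of replicates at least 50% and every single replicate also reaching 50%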;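 also: dimethyl H3K27 on biotinylated H3 21-44 peptide detected by antibody; plate controls were median neutral control wells for no effect and median positive control wells for full effect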
# * = called active by the depositor; . = not tested or not shown. Only part of the results is shown; count on the stated rates, not on these rows.
SMILES,IDH1 mut inh,PRC2 inh
C[C@H](CO)N1C[C@H](C)[C@H](CN(C)S(=O)(=O)c2ccccc2)Oc2ccc(NS(=O)(=O)c3cn(C)cn3)cc2C1=O,-0.4,.
COc1ccc(S(=O)(=O)Nc2cccc3c2O[C@@H](CN(C)Cc2ccc(Oc4ccccc4)cc2)[C@@H](C)CN([C@@H](C)CO)C3=O)cc1,0.2,.
COCCCCC(=NOCCN)c1ccc(C(F)(F)F)cc1,-1.1,-1
CCC(=O)N(C)C[C@@H]1Oc2cc(C#Cc3ccccn3)ccc2S(=O)(=O)N([C@@H](C)CO)C[C@H]1C,-3.3,-6
CCC(=O)N1C[C@@H](C)[C@@H](OC)CN(C)C(=O)c2ccc(NC(=O)c3ccno3)cc2OC[C@@H]1C,0.1,4
O=C(C[C@@H]1C[C@H]2c3cc(NC(=O)C4CCOCC4)ccc3O[C@H]2[C@@H](CO)O1)NCCN1CCCCC1,0.0,-8
CC1=C(CCC2=CC(=O)OC2O)[C@@]2(C)CCC[C@]3(C)C(=O)OC(C1=O)[C@@H]32 (stereo partly drawn),0.8,.
Cc1noc(C)c1S(=O)(=O)Nc1ccc2c(c1)CC(=O)N([C@@H](C)CO)C[C@H](C)[C@@H](CN(C)C(=O)Nc1ccc3c(c1)OCO3)O2,2.4,.
CC1(C)CC(=O)C2=C(C1)N(Cc1ccco1)C(=O)C2(NC(=O)c1ccc(Cl)cc1Cl)C(F)(F)F (stereo not drawn),0.2,-5
COCC#Cc1cnc2c(c1)C(=O)N([C@@H](C)CO)C[C@H](C)[C@H](CN(C)C(=O)NC1CCCC1)O2,0.2,5
COc1ccc(NC(=O)Nc2ccc3c(c2)[C@@H]2C[C@H](CC(=O)N4CCOCC4)O[C@@H](CO)[C@@H]2O3)cc1,0.3,-1
CCC(=O)N(C)C[C@@H]1Oc2ncc(-c3ccc(C)cc3)cc2C(=O)N([C@H](C)CO)C[C@H]1C,-0.2,.
COc1cccc(NC(=O)C(C)NS(=O)(=O)c2ccc(Cl)cc2)c1 (stereo not drawn),-0.4,-5
C[C@@H]1CCCCO[C@@H](CN(C)Cc2ccccc2)[C@@H](C)CN([C@H](C)CO)C(=O)c2cc(NC(=O)CCCN(C)C)ccc2O1,.,-1
COCC#Cc1ccc2c(c1)O[C@H](CN(C)CC1CCOCC1)[C@@H](C)CN([C@H](C)CO)S2(=O)=O,-0.3,25
CCS(=O)(=O)NCC[C@@H]1CC[C@@H](NC(=O)C2CCCCC2)[C@H](CO)O1,-0.1,-6
CCN(CC(=O)Nc1cccc(OC)c1)S(=O)(=O)c1ccc(Cl)cc1,-0.1,11
C[C@@H]1CCCCO[C@@H](CN(C)S(=O)(=O)c2ccc(F)cc2)[C@@H](C)CN([C@@H](C)CO)C(=O)c2cc(NS(=O)(=O)c3ccccc3)ccc2O1,-0.5,.
CN(C)CCCNC(=O)C[C@H]1CC[C@@H](NC(=O)Cc2cccnc2)[C@@H](CO)O1,0.2,15
CCCN(C)C[C@H]1Oc2cc(C#CC3CC3)ccc2S(=O)(=O)N([C@@H](C)CO)C[C@H]1C,-0.2,4
COC(=O)C1=CO[C@@H](O[C@@H]2O[C@H](CO)[C@@H](O)[C@H](O)[C@H]2O)[C@@H]2[C@@](C)(O)[C@@H](OC(=O)/C=C/c3ccc(OC)c(OC)c3)C[C@]12O,-0.5,.
NC(=O)C1=C[C@H](c2ccccc2)C[C@H](OCc2ccc(CO)cc2)O1,.,11
CC(C)NC(=O)N(C)C[C@@H]1OCCCC[C@@H](C)Oc2ccc(NC(=O)Nc3ccc(F)cc3)cc2C(=O)N([C@@H](C)CO)C[C@H]1C,1.0,.
CNC[C@@H]1Oc2ccc(NC(=O)Nc3ccc(OC)cc3)cc2C(=O)N([C@H](C)CO)C[C@H]1C,1.4,-11
Cc1ccc(C)c(NC(=O)Cn2cc(C(=O)C3CC3)c3ccccc32)c1,-0.3,18

# Next structures.
SMILES,IDH1 mut inh,PRC2 inh
O=S(=O)(c1ccccc1)c1nc(-c2ccccc2Cl)oc1NCCN1CCOCC1,-0.7,4
CN(C)CC/C=C1\c2ccccc2CSc2ccccc21,0.4,-4
CO[C@@H]1CN(C)C(=O)c2cc(NC(=O)Nc3cc(F)ccc3F)ccc2OC[C@@H](C)N(C)C[C@@H]1C,-0.4,-4
COCCNC(=O)c1cc2c(c(-c3cccc(-c4cccc(F)c4)c3)n1)[C@H](CCO)N(S(=O)C(C)(C)C)C2 (stereo partly drawn),0.0,-6
C[C@H]1CN([C@@H](C)CO)C(=O)c2cc(NC(=O)CCN3CCOCC3)ccc2O[C@H]1CN(C)S(C)(=O)=O,0.0,4
CC(C)COC(=O)N(C)C[C@H]1OCc2cn(nn2)CCCC(=O)N([C@@H](C)CO)C[C@H]1C,.,6
COc1ccc(CNC(=O)N(C)C[C@@H]2OCc3ccccc3-c3ccccc3C(=O)N([C@H](C)CO)C[C@H]2C)cc1,.,9
C[C@@H]1CN([C@H](C)CO)C(=O)c2cc(NC(=O)C3CCCCC3)ccc2O[C@H]1CN(C)C(=O)Nc1ccc2c(c1)OCO2,0.1,-5
CCCNC(=O)C[C@@H]1C[C@@H]2c3cc(NC(=O)CN(C)C)ccc3O[C@@H]2[C@H](CO)O1,0.5,17
CN1CCN(C(=O)C2=C[C@H](c3ccc(C(F)(F)F)cc3)C[C@H](OCc3ccc(CO)cc3)O2)CC1,.,1
CC(C)NC(=O)Nc1ccc2c(c1)CC(=O)N([C@@H](C)CO)C[C@H](C)[C@H](CN(C)C(=O)NC(C)C)O2,0.3,4
C[C@H]1CN([C@@H](C)CO)C(=O)Cc2cc(NC(=O)c3ccncc3)ccc2O[C@@H]1CN(C)CC1CCCCC1,1.4,.
C[C@H](CO)N1C[C@H](C)[C@@H](CN(C)C(=O)C2CCOCC2)Oc2cc(-c3ccc(F)cc3)ccc2S1(=O)=O,1.0,6
C[C@@H]1CN([C@H](C)CO)C(=O)c2cc(NC(=O)CCC(F)(F)F)ccc2O[C@@H]1CN(C)S(=O)(=O)c1cn(C)cn1,1.6,.
C[C@@H]1CN([C@H](C)CO)C(=O)c2cc(NS(C)(=O)=O)ccc2O[C@H]1CN(C)C(=O)Nc1ccccc1,0.3,9
Cc1cc(C)c(NC(=O)CSc2nc3ccc(NC(=O)c4ccccc4Cl)cc3s2)c(C)c1,0.5,-10
CCCC(=O)Nc1ccc2c(c1)OC[C@@H](C)N(Cc1cccc(F)c1)C[C@H](C)[C@@H](OC)CN(C)C2=O,-0.3,-4
COc1ccc(NC(=O)Nc2ccc3c(c2)C(=O)N(C)C[C@H](OC)[C@@H](C)CN[C@H](C)CO3)cc1,.,-14
C[C@H](CO)N1C[C@H](C)[C@H](CN(C)S(=O)(=O)c2ccc(Oc3ccccc3)cc2)OCc2cnnn2CCCC1=O,1.1,-2
CO[C@H]1CN(C)C(=O)c2ccc(NC(=O)Cc3ccccc3)cc2OC[C@@H](C)N(C(=O)c2ccccc2F)C[C@@H]1C,0.2,6
CCc1cc(C(=O)OC)c(NC(=S)Nc2cn(CC)nc2C(N)=O)s1,-0.3,-2
CSc1ccccc1NC(=O)CN(C)S(=O)(=O)c1c(C)cc(C)cc1C,-0.6,15
CNC[C@@H]1Oc2c(NC(=O)NC3CCCCC3)cccc2C(=O)N([C@H](C)CO)C[C@H]1C,1.5,-2
C[C@@H]1CN([C@H](C)CO)C(=O)c2cc(NC(=O)c3ccncc3)ccc2O[C@@H](C)CCCCO[C@H]1CN(C)Cc1ccc(C(=O)O)cc1,4.5,.
COc1ccc(S(=O)(=O)N[C@@H]2CC[C@@H](CCn3cc(-c4cccc(F)c4)nn3)O[C@H]2CO)cc1,-0.2,-10

# Continuation:
SMILES,IDH1 mut inh,PRC2 inh
C[C@H](NC(=O)C[C@@H]1CC[C@@H](NC(=O)CN2CCOCC2)[C@@H](CO)O1)c1ccccc1,0.5,7
COc1ccccc1NC(=O)N(C)C[C@H]1Oc2cc(Br)ccc2S(=O)(=O)N([C@@H](C)CO)C[C@H]1C,-0.7,2
O=S(=O)(NC1CCN(Cc2cccc(OCCO)c2)CC1)c1ccc(Cl)cc1,.,-1
Cc1ccc(S(=O)(=O)N(C)C[C@H]2Oc3ccc(NC(=O)NC4CCCCC4)cc3C(=O)N([C@@H](C)CO)C[C@@H]2C)cc1,-0.4,11
Cc1ccc(S(=O)(=O)Nc2ccc3c(c2)C(=O)N([C@@H](C)CO)C[C@@H](C)[C@H](CN(C)Cc2ccc4c(c2)OCO4)O3)cc1,-0.6,2
CC(C)C#Cc1cnc2c(c1)C(=O)N([C@H](C)CO)C[C@@H](C)[C@H](CN(C)Cc1ccccc1F)O2,-1.1,14
CCCNC(=O)Nc1ccc2c(c1)OC[C@@H](C)N(Cc1ccncc1)C[C@H](C)[C@@H](OC)CN(C)C2=O,0.2,6
CO[C@@H]1CN(C)C(=O)c2ccc(NC(=O)C3CCC3)cc2OC[C@@H](C)N(CC2CCCCC2)C[C@@H]1C,-0.5,-3
C[C@H](CO)N1C[C@H](C)[C@H](CN(C)C(=O)c2cccnc2)Oc2ncc(C3=CCCCC3)cc2C1=O,.,20
COc1cc(CC(CO)C(CO)Cc2ccc(O)c(OC)c2)ccc1O (stereo not drawn),-0.1,.
COC(=O)COc1c(Sc2ccc([N+](=O)[O-])cc2)c(C)nn1-c1ccccc1,-0.5,35
C[C@@H]1CN([C@@H](C)CO)C(=O)Cc2cc(NC(=O)c3ccncc3)ccc2O[C@H]1CN(C)Cc1ccc(C(=O)O)cc1,1.5,.
CCCC(=O)Nc1ccc2c(c1)OC[C@@H](C)N(CCC(F)(F)F)C[C@H](C)[C@@H](OC)CN(C)C2=O,0.6,-10
COc1ccc(S(=O)(=O)N(C)C[C@H]2Oc3ccc(NS(=O)(=O)c4ccc(F)cc4)cc3CC(=O)N([C@@H](C)CO)C[C@@H]2C)cc1,0.1,.
CCCCC(=O)Oc1ccccc1C(=O)O,0.3,5
Cc1c(C#N)c2ccccc2n1CC(=O)NCCc1c[nH]c2ccccc12,0.1,.
COc1ccc(S(=O)(=O)N[C@H]2CC[C@@H](CCNC(=O)c3ccccc3F)O[C@H]2CO)cc1,-0.3,1
CC[C@]12CCCN3CCc4c(n(c5ccccc45)C(=O)C1)[C@@H]32,-0.7,.
CC(C)NC(=O)Nc1ccc2c(c1)C(=O)N([C@@H](C)CO)C[C@@H](C)[C@@H](CN(C)CC1CCCCC1)OCCCC[C@H](C)O2,0.2,.
COc1ccc(S(=O)(=O)N(C)C[C@@H]2Oc3ccc(NC(=O)CCCN(C)C)cc3C(=O)N([C@@H](C)CO)C[C@@H]2C)cc1,0.5,.
C[C@@H]1CN([C@@H](C)CO)S(=O)(=O)c2ccc(C#CCC3CCCC3)cc2O[C@H]1CN(C)C(=O)c1cnccn1,2.5,.
Cc1noc(C)c1NC(=O)N[C@H]1C=C[C@H](CC(=O)N2CCN(C)CC2)O[C@H]1CO,0.3,6
CC(C)C#Cc1ccc2c(c1)O[C@@H](CN(C)C(=O)CC1CC1)[C@@H](C)CN([C@@H](C)CO)S2(=O)=O,-0.1,-21
CNC[C@@H]1OCCCC[C@H](C)Oc2ccc(NC(=O)c3ccccc3)cc2C(=O)N([C@@H](C)CO)C[C@H]1C,4.4,-22
Cc1ccccc1/C=N/NC(=O)CCCCCC(=O)O,0.6,-5

# 7 entries drawn at random from those above, as already listed:
SMILES,IDH1 mut inh,PRC2 inh
CC(C)C#Cc1ccc2c(c1)O[C@@H](CN(C)C(=O)CC1CC1)[C@@H](C)CN([C@@H](C)CO)S2(=O)=O,-0.1,-21
CNC[C@@H]1OCCCC[C@H](C)Oc2ccc(NC(=O)c3ccccc3)cc2C(=O)N([C@@H](C)CO)C[C@H]1C,4.4,-22
Cc1ccc(S(=O)(=O)N(C)C[C@H]2Oc3ccc(NC(=O)NC4CCCCC4)cc3C(=O)N([C@@H](C)CO)C[C@@H]2C)cc1,-0.4,11
CCCCC(=O)Oc1ccccc1C(=O)O,0.3,5
CC(C)NC(=O)Nc1ccc2c(c1)C(=O)N([C@@H](C)CO)C[C@@H](C)[C@@H](CN(C)CC1CCCCC1)OCCCC[C@H](C)O2,0.2,.
CCCNC(=O)Nc1ccc2c(c1)OC[C@@H](C)N(Cc1ccncc1)C[C@H](C)[C@@H](OC)CN(C)C2=O,0.2,6
Cc1c(C#N)c2ccccc2n1CC(=O)NCCc1c[nH]c2ccccc12,0.1,.

# Next section
SMILES,IDH1 mut inh,PRC2 inh
CC(C)NC(=O)Nc1cccc2c1O[C@H](CN(C)CC1CCCCC1)[C@H](C)CN([C@@H](C)CO)C2=O,1.5,3
C[C@@H]1CCCCO[C@@H](CN(C)C(=O)Nc2ccccc2)[C@@H](C)CN([C@@H](C)CO)C(=O)c2cc(NC(=O)Nc3ccc(F)cc3)ccc2O1,2.8,.
Cc1cc(OCC(=O)Nc2ccccc2C(=O)N2CCCCC2)c(C)cc1Br,1.0,18
CNC[C@@H]1OCCCC[C@H](C)Oc2ccc(NS(=O)(=O)c3ccc(OC)cc3)cc2C(=O)N([C@H](C)CO)C[C@@H]1C,0.8,-4
O=C(C[C@@H]1CC[C@@H](NC(=O)c2cccc(F)c2)[C@@H](CO)O1)NCc1ccc(Oc2ccccc2)cc1,-0.3,6
CC(C)(C)NC(=O)c1cccc(NC(=O)COc2ccc3ccccc3c2)c1,-0.1,7
COc1cc2cc3c4cc(OC)c(OC)cc4cc[n+]3c(C)c2cc1OC,-0.3,-4

# Quoted from the listing:
# CC(C)NC(=O)Nc1cccc2c1O[C@H](CN(C)CC1CCCCC1)[C@H](C)CN([C@@H](C)CO)C2=O | IDH1 mut inh = 1.5
# Cc1cc(OCC(=O)Nc2ccccc2C(=O)N2CCCCC2)c(C)cc1Br | PRC2 inh = 18
